Bioassay records (PubChem BioAssay)
CBFb RUNX1 block – CBF-beta/RUNX1 interaction disruption. Q01196+Q13951. AlphaScreen CBFb-His/RUNX1-biotin binding, biochemical. Potency, µM (top dose mostly 59.8 µM), for the others: at the top dose activity, negative = inhibition, actives largely listed as inhibitors. 230,000 tested, under 10 active. AID 1477; note: % of control where 0% means no effect
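Read-out: AlphaScreen. Format: His-CBF-beta with biotinylated RUNX1 (30 nM each) preincubated 20 min, compound 15 min, Ni-chelate plus streptavidin beads 90 min; room temperature throughout.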
NPSR antagonist – antagonists of human neuropeptide S receptor cAMP signaling. Q6W5P4. CHO-NPSR cells, cAMP TR-FRET, antagonist mode. Potency, µM (titrated, usually from 38.3 µM), inactives show top-dose activity change, negative = inhibition, usual class: inhibitors. 220,000 compounds, 1% hits. AID 1461; note: potency is the fitted concentration of half-maximal effect; % is set by controls: 0 for no effect and ±100 for the full control effect; nearly all actives have a fitted effect of over 50% in size; many of its hits are not listed in these tables
Target sequence (Q6W5P4 whole entry, looked up): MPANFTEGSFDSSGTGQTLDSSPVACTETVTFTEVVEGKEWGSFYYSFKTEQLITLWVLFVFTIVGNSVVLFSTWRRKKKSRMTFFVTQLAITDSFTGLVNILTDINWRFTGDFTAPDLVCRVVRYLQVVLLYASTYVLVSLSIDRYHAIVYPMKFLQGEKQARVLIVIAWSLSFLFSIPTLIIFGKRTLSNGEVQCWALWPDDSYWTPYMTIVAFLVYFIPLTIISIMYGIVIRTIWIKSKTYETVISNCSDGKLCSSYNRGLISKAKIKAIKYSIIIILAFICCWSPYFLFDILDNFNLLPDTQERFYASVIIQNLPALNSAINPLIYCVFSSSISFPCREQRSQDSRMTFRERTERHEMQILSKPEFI
Tau fluor counter – counter-screen for tau fibril formation inhibitors; tau K18 P301L Alexa594 fluorescence, heparin fibrillization; Potency, µM (highest dose often 57.7 µM), without a hit: at the top dose activity change, negative = decrease; 280,000 compounds, 0.93% hits; AID 1463; note: potency is the fitted concentration of half-maximal effect; % is set by controls: 0 for no effect and ±100 for the full control effect; nearly all actives have a fitted effect of over 55% in size
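Human tau K18 P301L (15 uM unlabeled, 0.24 uM Alexa 594-labeled) in 100 mM sodium acetate pH 7 with 20 uM heparin, 6 hr at 37 C. ThT 30 uM added, 1 hr ambient; Alexa 594 FP and total fluorescence read at 555/632 nm.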
Epigenetic reg – derepresses silenced GFP reporter in murine cells; 280,000 compounds, 0.2% hits; Potency, µM (top dose mostly 53.9 µM), for inactives: at the highest dose GFP activation, usual class: activators; murine LDR cells, GFP reporter derepression, 30 h; note: potency is the fitted concentration of half-maximal effect; % of control where 0% means no effect; nearly all actives have a fitted effect of over 60% in size
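GFP-positive cell count by laser-scanning cytometry (objects 20–120 um) after 30 h, 37 C compound exposure of murine LDR cells; reporter is CMV-GFP integrated at a silenced locus, inducible by HDAC or DNMT inhibitors.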
TRb SRC2 PPI – inhibitors of human thyroid hormone receptor beta-SRC2 interaction; P10828; 280,000 compounds, 0.065% hits; TRbeta-SRC2 peptide binding, fluorescence polarization; receptor liganded with 1 µM T3; Potency, µM (highest dose often 106 µM), for inactives: at the highest dose activity change, negative = inhibition, most hits filed as inhibitors; AID 1469;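 note: potency is the fitted concentration of half-maximal effect; plate controls were bound peptide for no effect and peptide without receptor for full effect; nearly all actives have a fitted effect of over 50% in size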
Target sequence (P10828 whole entry, looked up): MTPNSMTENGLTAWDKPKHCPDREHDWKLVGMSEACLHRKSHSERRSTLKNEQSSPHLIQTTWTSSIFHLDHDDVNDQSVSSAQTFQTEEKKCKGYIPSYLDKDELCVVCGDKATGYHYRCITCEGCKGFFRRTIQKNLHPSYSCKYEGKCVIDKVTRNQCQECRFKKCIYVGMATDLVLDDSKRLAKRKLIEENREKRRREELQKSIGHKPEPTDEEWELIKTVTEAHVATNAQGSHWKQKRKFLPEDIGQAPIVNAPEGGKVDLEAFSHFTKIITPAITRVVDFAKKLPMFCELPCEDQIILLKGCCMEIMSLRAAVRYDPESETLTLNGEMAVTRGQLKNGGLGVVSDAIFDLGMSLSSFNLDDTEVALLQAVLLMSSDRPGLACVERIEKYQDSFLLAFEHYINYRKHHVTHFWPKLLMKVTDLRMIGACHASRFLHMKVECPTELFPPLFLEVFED
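Read-out is fluorescence polarization (555 nm excitation, 632 nm emission) of a Texas Red SRC2 coactivator peptide; loss of signal reflects blocked binding to human TRb ligand-binding domain in the presence of 1 uM T3.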
TexasRed fluor – Texas Red fluorescence interference in TRb-SRC2 counter-screen | TRb/SRC2 Texas Red total fluorescence interference | Potency, µM (highest dose often 106 µM), for inactives: at the highest dose fluorescence change, negative = quenching | 280,000 compounds, 0.29% hits | AID 1479; active = well fitted curve in either direction with a large enough effect; inconclusive = small, poorly fitted or top-dose-only effect; note: potency is the fitted concentration of half-maximal effect; % is set by controls: 0 for no effect and ±100 for the full control effect
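Human TRb ligand-binding domain at 0.6 uM with 20 nM Texas Red SRC2 peptide in Tris buffer containing 1 uM T3 and 5% DMSO, incubated with compound 5 h at ambient temperature. Total fluorescence (555/632 nm) calculated as parallel + 2 × perpendicular.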
Tau FP inhib – inhibitors of human tau fibril formation; K18 P301L tau heparin fibrillization, Alexa594 FP, 6 h; 280,000 compounds, 0.39% hits; Potency, µM (doses to about 57.7 µM), without a hit: top-dose activity, negative = inhibition, most hits filed as inhibitors; AID 1468; note: potency is the fitted concentration of half-maximal effect; % is set by controls: 0 for no effect and ±100 for the full control effect; nearly all actives have a fitted effect of over 55% in size
Target sequence (P10636 561-689 P618L limits assumed): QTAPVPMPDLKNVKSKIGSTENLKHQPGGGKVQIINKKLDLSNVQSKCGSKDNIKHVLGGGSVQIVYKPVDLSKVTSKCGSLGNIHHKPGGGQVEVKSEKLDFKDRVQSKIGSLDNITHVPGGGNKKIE
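Human K18 P301L fragment (15 uM unlabeled plus 0.24 uM Alexa 594-labeled) in 100 mM sodium acetate pH 7 with compound, aggregation induced by 20 uM heparin for 6 hr at 37 C. ThT (30 uM) added for 1 hr, then Alexa 594 FP read.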
GLA spleen mod – inhibits or activates alpha-galactosidase in human spleen homogenate | Potency, µM (titrated, usually from 80 µM), for inactives: top-dose activity change, negative = inhibition, hits mostly inhibitors | AID 2107 | 240,000 compounds, 0.008% hits | human spleen homogenate, 4MU-alpha-Gal fluorescence, 40 min | P06280;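 note: potency is the fitted concentration of half-maximal effect; 0% = enzyme with vehicle and -100% = no enzyme basal signal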
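Fluorogenic readout (Ex 365/Em 440 nm) of 4-methylumbelliferone released from 1 mM 4-MU-alpha-galactoside by spleen homogenate, 40 min at 37C, pH 5.0. Data normalized to no-enzyme and enzyme controls; Hill-equation AC50 from compound titrations.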
Starred values were filed as active, the others as inactive; ? = inconclusive; / = not tested or not shown; & = joins results of further samples; [ ] = remark or other dose. Unless noted, calls come from the whole dose curve; as a rule, active = well fitted curve in the direction sought with a large enough effect; inconclusive = small, poorly fitted or top-dose-only effect, or another doubt; inactive = no such curve, though single readings can be large; an effect the other way counts as inactive or inconclusive. These rows are one share of the data. The share of hits here may be higher or lower than overall.

SMILES	CBFb RUNX1 block	NPSR antagonist	Tau fluor counter	Epigenetic reg	TRb SRC2 PPI	TexasRed fluor	Tau FP inhib	GLA spleen mod
Cc1ccccc1-c1nc2scc(CCNC(=O)c3ccco3)n2n1	/	/	-1%	-1.7%	8%	-20%	-6%	/
O=C(Oc1cccc(NC2=NS(=O)(=O)c3ccccc32)c1)c1cccnc1	2%	3%	7%	1.2%	5%	-2%	-5%	9%
O=C(Cn1ncc2c3ccccc3n(Cc3ccccc3)c2c1=O)NCCc1ccc(Cl)cc1	/	/	-5%	6.0%	2%	-1%	?	/
CCCCC(=O)N1CCCC(C(=O)OCC)C1 (stereo unspecified)	4%	9%[46.1 µM]	-2%	-1.0%	4%	-2%	1%	1%
Cc1ccc2nc(NC(=O)CSc3ncnc4c3oc3ccccc34)sc2c1	13%	0%[46.1 µM]	-7%	1.3%	-19%	4%	-12%	8%
Cc1ccc(O)c(NC(=O)CCSc2nc(-c3ccco3)cc(C(F)(F)F)n2)c1	/	/	?	5.8%	0%	-26%	-7%	/
O=C(O)/C(=C\c1ccco1)NC(=O)c1ccccc1	-4%	17%	0%	-0.1%	2%	0%	6%	-2%
O=c1cc(N2CCOCC2)cnn1-c1ccccc1	10%	12%	-9%	-1.9%	3%	1%	6%	11%
O=C1NC(Cc2c[nH]c3ccccc23)C(=O)N1c1ccc(F)cc1 (stereo unspecified)	-7%	-8%[46.1 µM]	-14%	-1.1%	-12%	-1%	-4%	6%
CC(C)=C1SC(N2CCN(c3ccc(Cl)cc3)CC2)=NC1=O	2%	8%	-17%	1.4%	-12%	0%	-17%	4%
CCCCn1nnnc1NCc1cc(OC)c(OC)c(OC)c1	3%	-3%[46.1 µM]	-2%	-0.7%	3%	0%	-4%	-2%
COC(=O)COc1ccc(NC(=O)c2ccco2)cc1	-1%	22%	2%	-1.0%	3%	-4%	6%	-1%
CC(=O)Nc1cc(NC(=O)CCCC(=O)O)ccc1Cl	3%	-16%[46.1 µM]	1%	-0.1%	-15%	1%	8%	10%
COCCCNC(=O)c1ccc(CS(=O)(=O)Cc2cccc(C)c2)o1	4%	-6%[46.1 µM]	-10%	0.0%	-5%	1%	-7%	-2%
COC(=O)COn1c(SCC(=O)OC)nc2ccccc2c1=O	3%	-14%[46.1 µM]	0%	1.9%	14%	3%	-5%	4%
O=C(Cn1cc(-c2nnnn2-c2ccc(Cl)cc2)c(=O)c2ccccc21)c1ccccc1	5%	?	-11%	18%	-2%	0%	-10%	2%
Cc1nc2ccccc2c2oc(C(=O)NCc3ccc4c(c3)OCO4)cc12	-5%	-14%[46.1 µM]	-15%	-0.2%	-5%	-7%	4%	-1%
CCCCCNC(=O)c1ccc2c(=O)n(CCCOCC)c(=S)[nH]c2c1	-9%	-40%	-12%	3.8%	2%	-2%	?	-4%
COc1ccc(-c2nnnn2C(C)C)cc1	-10%	11%	-5%	-3.1%	-13%	-2%	1%	0%
COC(=O)c1ccc(S(=O)(=O)N2Cc3ccccc3C2)cc1	-3%	-6%	2%	-1.2%	-7%	-2%	-17%	-6%

Entries of single compounds, quoted from the list. Values in the order: CBFb RUNX1 block | NPSR antagonist | Tau fluor counter | Epigenetic reg | TRb SRC2 PPI | TexasRed fluor | Tau FP inhib | GLA spleen mod
O=C(Cn1cc(-c2nnnn2-c2ccc(Cl)cc2)c(=O)c2ccccc21)c1ccccc1 as listed: 5% | ? | -11% | 18% | -2% | 0% | -10% | 2%
CC(=O)Nc1cc(NC(=O)CCCC(=O)O)ccc1Cl as listed: 3% | -16%[46.1 µM] | 1% | -0.1% | -15% | 1% | 8% | 10%

The results go on.
SMILES	CBFb RUNX1 block	NPSR antagonist	Tau fluor counter	Epigenetic reg	TRb SRC2 PPI	TexasRed fluor	Tau FP inhib	GLA spleen mod
Cc1ccc(C(=O)Oc2coc(CSc3nnc(NC(=O)c4cccs4)s3)cc2=O)cc1	-4%	-13%	-12%	-0.9%	3%	-18%	-5%	2%
O=C(NCCN1CCOCC1)C12CC3CC(C1)CC(c1ccccc1)(C3)C2	2%	1%	3%	1.3%	-8%	0%	0%	8%
CCC(Oc1ccccc1)C(=O)Nc1ccc(S(=O)(=O)NCC2CCCO2)cc1 (stereo unspecified)	3%	-9%[46.1 µM]	-12%	-0.7%	-15%	-1%	0%	12%
Cc1ccc(-n2nc(C)c(C(=O)NCCCN3CCN(c4ccccc4F)CC3)c2-n2cccc2)cc1	/	/	0%	-2.7%	1%	1%	-11%	/
Cc1ccc(NC(=O)CN(C)S(=O)(=O)c2ccc3nc(C)sc3c2)c(C)c1	/	/	-6%	-1.6%	6%	0%	-2%	/
CN(C)S(=O)(=O)c1cc(NC(=O)Cn2ccsc2=N)ccc1Cl	3%	10%	-6%	-0.1%	-3%	-5%	3%	5%
CCOc1ccc(C(=O)Nc2ccc(NC(=O)c3cccs3)cc2)cc1[N+](=O)[O-]	5%	17%	-8%	0.0%	-5%	0%	3%	1%
CCCCN1CCC(COC(=O)c2cc(Cl)c(N)c3c2OCCO3)CC1	-13%	?	-7%	1.2%	1%	?	6%	8%
Nc1c(N2CCCC2)c2ccccc2oc1=O	2%	0%	-15%	2.3%	5%	-1%	-11%	1%
O=C(Cn1c(=O)n(Cc2nc(-c3ccccc3)no2)c(=O)c2ccccc21)Nc1cccc(C(F)(F)F)c1	/	/	?	-0.1%	-2%	0%	10µM*	/
CCCN(CCC)CCNC(=O)C(NS(=O)(=O)c1ccc2c(c1)CCC(=O)N2)c1ccccc1 (stereo unspecified)	6%	7%[46.1 µM]	0%	1.8%	1%	0%	4%	6%
CSc1ccc(/C=N/NC(=O)c2cccs2)cc1	13%	16%	-20%	2.0%	-6%	-1%	?	-4%
O=C(c1ccccc1)c1c[nH]c(C(=O)NCCCN2CCOCC2)c1	-2%	-1%[46.1 µM]	0%	0.0%	-8%	-3%	0%	1%
CC1(C(=O)N2CC3(CC(c4cccc(NC(=O)CC(c5ccccc5)c5ccccc5)c4)=NO3)C[C@@H]2C(N)=O)CC1 (stereo partly specified)	15%	0%	-5%	-2.3%	6%	-2%	0%	8%
Cc1ccc2c(c1)C1CN(C)CCC1N2CC(=O)N(C)c1ccccc1 (stereo unspecified)	-3%	-7%[46.1 µM]	7%	1.6%	-8%	0%	7%	-6%
Cc1cccc(C(=O)NCCNc2nc3cc(C)c(C)cc3cc2C)c1	-2%	-21%	-14%	-3.2%	7%	-1%	-6%	1%
CN(C)S(=O)(=O)N(CC(=O)Nc1cccc(F)c1)c1ccccc1	-12%	7%[46.1 µM]	8%	-4.3%	-6%	-1%	0%	11%
CC(=O)C1CCN(Cc2ccccc2)CC1	0%	-3%[46.1 µM]	-4%	15%	3%	2%	-3%	7%
COc1ccc(S(=O)(=O)n2nc(OC(=O)c3ccco3)cc2N)cc1	4%	4%[46.1 µM]	-11%	-1.1%	-4%	-1%	-10%	3%
Cc1ccc(S(=O)(=O)c2nnn3c2nc(N2CCN(c4ccc(F)cc4)CC2)c2cc(Cl)ccc23)cc1C	/	/	-4%	2.2%	-6%	2%	-1%	/
Cc1cc(C)n(Cc2ccccc2Cl)n1	5%	9%[46.1 µM]	2%	-1.1%	-20%	0%	2%	-9%
CC(C)(C)c1ccc(-c2nnc(SCC(=O)NC3CCS(=O)(=O)C3)n2N)cc1 (stereo unspecified)	-8%	0%	9%	7.8%	-7%	-2%	-1%	7%
C[C@@](N)(C(=O)O)c1ccc(P(=O)(O)O)cc1	1%[21.7 µM]	/	-6%	0.3%	-22%	-1%	-5%	1%
Cc1ccc2cccc(NC(=O)c3cccc4c(Br)cccc34)c2n1	/	/	-9%	-1.1%	8%	6%	-3%	/
O=C1CC(N2CCC(O)(c3ccc(Cl)cc3)CC2)C(=O)N1 (stereo unspecified)	4%	6%[46.1 µM]	-2%	1.2%	-9%	1%	-8%	1%
CSCCC(NS(=O)(=O)c1ccc(Cl)cc1)C(=O)OCC(=O)c1ccc(F)cc1 (stereo unspecified)	14%	-18%	11%	4.5%	13%	-5%	-1%	-7%
CC(=O)c1cc(CN2C(=O)c3ccccc3C2=O)cs1	-1%	-8%[46.1 µM]	4%	2.7%	-16%	0%	6%	10%
NCCNS(=O)(=O)c1cccc2c(Cl)cccc12	2%	?	-13%&-8%&-1%&-6%	-0.1%&-1.2%&0.0%&-2.8%	1%&-3%&3%&1%&2%	-2%&-1%&-5%&-1%&-1%	4%&1%&3%&2%	-16%&-6%&6%&-13%&4%
CC1=CC(C)(C)n2c(O)c(N=NC(N)=S)c3c(C)c(C)cc1c32	-5%	-44%	-24%	-1.1%	7%	0%	5%	0%
COc1cccc(NC(=S)N(CCCN2CCCC(C)C2)Cc2cccs2)c1 (stereo unspecified)	5%	-10%	-1%	-0.7%	5%	-1%	-4%	-10%
Cc1ccc2c(c1)N(C(=O)N1CCC(C(=O)NCc3cccs3)CC1)CC(C)O2 (stereo unspecified)	/	/	3%	0.0%	-4%	-11%	-6%	/
O=C(O)c1ccccc1S(=O)(=O)Cc1ccccc1	3%	2%[46.1 µM]	8%	-1.1%	-6%	-1%	10%	4%
O=C(CSc1nc2ccccc2n1S(=O)(=O)c1cccc([N+](=O)[O-])c1)NCCc1ccccc1	0%	18%	-17%	0.0%	-9%	-4%	-8%	-1%
CCn1c(SCC(=O)NC(=O)NCc2ccco2)nnc1-c1cccs1	-12%	-17%[46.1 µM]	6%	2.5%	8%	3%	3%	0%
Cc1cc(C(=O)CSc2nc3ccccc3[nH]2)c(C)n1C	-16%	-24%[46.1 µM]	-2%	-5.7%	-17%	-1%	-4%	-4%
Cc1c(-c2cc(C(=O)O)c3ccccc3n2)cnn1C	3%	9%	-1%	1.1%	2%	-2%	6%	-1%
O=C(O)c1cccc(NS(=O)(=O)c2ccc3nnn(O)c3c2)c1	0%	5%[46.1 µM]	0%	0.0%	1%	-2%	7%	-12%
CCOC(=O)C1C2C=CC3(CN(c4ccc(Cl)c(F)c4)C(=O)C13)O2 (stereo unspecified)	9%	8%[46.1 µM]	5%	1.6%	-7%	-3%	5%	6%
C/C(=N/NC(=O)c1ccccc1)C1=C(O)CC(C)(C)CC1=O	1%	-8%	-18%	-0.1%	0%	-3%	-19%	8%
